# Source: PubChem BioAssay
# PERK inhibitor: blocks human PERK kinase; inhibition, % at 5.6 µM; AID 1416; 220,000 tested, 0.17% active; Q9NZJ5; CHO PERK-DD fusion, SEAP luminescence translation reporter;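 active means inhibition above the mean inhibition of all tested compounds plus 3 SD, set separately per screening campaign, cut at about 2.9% in these data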;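 further: PERK kinase domain activated by AP20187 dimerizer at 100 nM; 0% = DMSO with dimerizer and 100% = rapamycin at 8.4 µM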
# Target sequence (Q9NZJ5 whole entry, looked up, the tested form may be a part): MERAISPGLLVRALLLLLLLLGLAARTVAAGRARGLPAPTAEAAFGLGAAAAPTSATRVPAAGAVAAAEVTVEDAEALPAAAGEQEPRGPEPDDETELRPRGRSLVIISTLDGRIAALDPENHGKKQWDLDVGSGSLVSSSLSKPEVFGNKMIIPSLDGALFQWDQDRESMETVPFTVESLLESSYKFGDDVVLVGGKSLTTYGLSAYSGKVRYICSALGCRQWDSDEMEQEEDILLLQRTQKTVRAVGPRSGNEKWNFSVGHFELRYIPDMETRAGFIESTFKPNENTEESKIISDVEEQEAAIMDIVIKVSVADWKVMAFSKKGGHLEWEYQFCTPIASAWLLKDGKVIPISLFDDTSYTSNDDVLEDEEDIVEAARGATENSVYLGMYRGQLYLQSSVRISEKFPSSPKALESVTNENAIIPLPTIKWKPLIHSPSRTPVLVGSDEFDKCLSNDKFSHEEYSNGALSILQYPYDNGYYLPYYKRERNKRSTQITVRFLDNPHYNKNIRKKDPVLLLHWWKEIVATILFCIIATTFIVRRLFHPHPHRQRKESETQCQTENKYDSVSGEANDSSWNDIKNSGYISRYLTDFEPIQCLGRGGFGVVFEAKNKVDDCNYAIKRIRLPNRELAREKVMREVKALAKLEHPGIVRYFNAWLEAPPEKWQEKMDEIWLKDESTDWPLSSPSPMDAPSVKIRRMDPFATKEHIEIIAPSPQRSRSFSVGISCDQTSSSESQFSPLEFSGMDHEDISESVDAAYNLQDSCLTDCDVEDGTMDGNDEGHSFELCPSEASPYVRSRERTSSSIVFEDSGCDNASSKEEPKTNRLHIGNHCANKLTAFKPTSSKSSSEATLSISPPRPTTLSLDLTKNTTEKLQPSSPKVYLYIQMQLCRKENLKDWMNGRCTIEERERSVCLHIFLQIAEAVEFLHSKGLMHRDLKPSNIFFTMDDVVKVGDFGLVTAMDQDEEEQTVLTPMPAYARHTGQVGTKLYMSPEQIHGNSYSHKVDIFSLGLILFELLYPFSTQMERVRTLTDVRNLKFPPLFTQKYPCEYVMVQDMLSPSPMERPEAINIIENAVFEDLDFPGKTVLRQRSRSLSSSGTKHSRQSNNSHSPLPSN
# Calpain2 inh: calpain II (pig) inhibition. purified calpain II, fluorogenic peptide substrate, 30 min. inhibition, % at 16 µM. 220,000 tested, 0.37% active;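 active means inhibition above about 50%, limit read from the data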
# TRPML3 ag: activates the human TRPML3 channel; Q8TDD5; HEK293 TRPML3-YFP, Fluo-8 calcium fluorescence; 100% = the carbachol control signal; activation, % at 3 µM; 220,000 tested, 0.29% active;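 active means activation above its plate's cutoff, the mean activation of the plate's test wells plus 3 SD, cut at about 12% in these data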;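 further: 0% = DMSO only wells and 100% = carbachol wells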
#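 Test system – HEK293 line with stable expression of human TRPML3-YFP channel · Control set – carbachol 87 µM final as high control (100%), DMSO as low control (0%) · Signal – Fluo-8 calcium dye fluorescence, ex 470-495, em 515-575 nm · Incubation – 1-h 37 °C dye load, 5-s basal, 120-s post-compound reads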
# S1P4 antagonist: human S1P4 receptor antagonism. 220,000 tested, 0.26% active. inhibition, % at 4.98 µM. S1P4-expressing cells, antagonist mode, reporter read-out; in the data active means inhibition above about 29%;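 further: 0% = wells stimulated with agonist and 100% = vehicle wells without agonist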
# EP2 mod: modulators of human EP2 prostaglandin E2 receptor | EP2-expressing cells, cAMP HTRF FRET, PGE2 co-stimulation | induction, % at 25 µM | 260,000 tested, 0.83% active;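 active means compounds whose cAMP rise, as percent of the full-agonist control response, exceeds 60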;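 further: rat C6 glioma line stably carrying human EP2 under a CMV promoter; the protocol text gives 20 µM as final concentration; 100% = response of wells given 1 µM PGE2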
# zfTRPN1 agonist: agonists of zebrafish TRPN1 channel. HEK293 zebrafish TRPN1-YFP, Fluo-8 calcium fluorescence; 100% = response to 87 µM carbachol. activation, % at 3 µM. 220,000 tested, 0.18% active. AID 1424;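 active means activation above its plate's cutoff, the mean activation of test wells on that plate plus 3 SD, cut at about 19% in these data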;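 further: 0% = DMSO alone and 100% = 87 µM carbachol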
#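 Assay system: Zebrafish TRPN1-YFP in HEK293 cells | Incubation: Dye loading 1 h at 37 °C, then 30 min room temperature | Measured by: Kinetic Fluo-8 fluorescence, ex 470-495, em 515-575 nm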
# S1P4 agonist: agonists of human S1P4 receptor | O95977 | S1P4-expressing cell line, agonist reporter assay | activation, % at 4.98 µM | 220,000 tested, 0.35% active; in the data active means activation above about 11%;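 further: 0% = DMSO vehicle and 100% = reference agonist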
# Ba/F3 V617F tox: loss of viability in JAK2V617F-driven Ba/F3 cells | inhibition, % at 5.6 µM | AID 1446 | Ba/F3 EpoR-JAK2V617F viability, ATP luminescence | 220,000 tested, 1.1% active;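 active means inhibition above the campaign mean plus 3 SD over all tested compounds, cut at about 24% in these data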;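 further: cytokine-independent growth of Ba/F3 cells driven by EpoR plus mutant JAK2; 0% = DMSO-treated cells and 100% = JAK inhibitor I control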
# BaF3 parental: parental Ba/F3 viability inhibition as JAK2V617F counter-screen. CellTiter-Glo ATP luminescence. inhibition, % at 5.6 µM. 220,000 tested, 1.1% active. AID 1486;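 active means inhibition above a per-campaign cutoff, the mean inhibition of all tested compounds plus 3 SD, cut at about 27% in these data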;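 further: 0% = DMSO wells and 100% = JAK Inhibitor I control wells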
# Active calls of the source: *; . = not tested or not shown; & = joins results of further samples.
SMILES,PERK inhibitor,Calpain2 inh,TRPML3 ag,S1P4 antagonist,EP2 mod,zfTRPN1 agonist,S1P4 agonist,Ba/F3 V617F tox,BaF3 parental
N#CCCN(Cc1cccnc1)C(=S)Nc1ccccc1Cl,0.6,2,0.2,-11,-15,-0.2,1.1,-4,-1
CCOc1ccc2cc(C3CC(c4ccco4)=NN3S(C)(=O)=O)c(=O)[nH]c2c1 (configuration not stated),0.1,-40,0.6,6,-7,1.5,1.1,-3,4
CCn1c2ccccc2c2cc(NC(=O)CCCN3C(=O)CCC3=O)ccc21,-0.1,5,-0.3,-11,-8,-0.6,-2.6,-6,0
COc1ccc(C(=O)c2ccc([N+](=O)[O-])cc2Cl)cc1,1.5,12,-1.0,14,-57,-1.6,-2.6,-8,4
COC(=O)c1ccc(NC(=O)COC(=O)C2CC(=O)N(Cc3ccccc3)C2)cc1 (configuration not stated),0.3,34,1.3,-9,3,0.5,0.5,-3,-3
Cc1cn2c(-c3cccnc3)nnc2s1,0.5,-30,1.1,-11,12,0.2,-1.0,1,8
CCOC(=O)C1CCN(C(=O)c2ccc3c(SCC(=O)O)c4c(nc3c2)CCCC4)CC1,-0.6,-19,0.3,-6,30,0.2,-1.6,-4,3
Cc1ccc(N=C2N=C(N)c3ccccc32)cc1C,-0.2,.,0.9,-6,.,-0.3,-0.4,-2,3
N#Cc1cn(-c2ccccc2)nc1-c1cc2ccccc2oc1=O,-0.5,-167,-0.8,-15,65*,1.6,0.5,1,4
O=C(/C=N/O)NCCCn1ccnc1,-0.1,-12,1.3,-9,2,0.8,-0.3,2,3
O=C(c1cc([N+](=O)[O-])cc([N+](=O)[O-])c1)N1CCN(C(=O)c2ccco2)CC1,1.1,2,0.8,-1,24,1.1,2.7,-3,2
CC(Oc1ccc(Cl)cc1Cl)C(=O)NCCCCc1ccccc1 (configuration not stated),-1.1,23,0.4,-11,2,-1.1,-1.3,-3,3
CCN(CC)C(=O)C(=O)c1cc(C)n(-c2ccc(F)cc2)c1C,-0.5,-1,-0.3,-4,10,1.5,0.4,-2,3
CCCCCCn1ccc(=N)cc1,0.9,10,3.1,-16,19,1.7,-1.1,92*,69*
COc1ccc(-c2nncnn2)cc1,1.4,-12,0.6,4,12,-0.3,2.5,-2,5
CCC[C@@H]1C[C@@]1(CCC)[C@@H](NP(=O)(c1ccccc1)c1ccccc1)c1ccc(C(=O)OC)cc1,0.3,19,0.4,-2,27,0.9,0.5,3,9
COC(=O)/C(=C(/F)SCC(C)=O)C(F)(F)F,0.7,13,0.8,9,-15,1.7,0.6,0,5
Cc1ccc(-c2n[nH]c(=S)n2/N=C\c2ccco2)cc1,-0.2,8,0.2,-20,7,-2.4,2.7,-3,1
COc1ccc(NC(=O)CN(C)CC(=O)Nc2ccc(Cl)c(S(=O)(=O)N(C)C)c2)cc1,0.7,13,0.9,-15,5,1.4,0.2,1,7
COc1cccc(Nc2cc(N3CCOCC3)c3nonc3c2[N+](=O)[O-])c1,1.7,5,0.8,-1,-1,0.5,0.7,-2,5
COc1ccc(NC(=O)C2CCCNC2)cc1OCC(C)C (configuration not stated),-0.6,33,0.8,17,-6,0.3,-0.6,-6,2
Cc1cc(Cl)ccc1NC(=S)NCc1ccc(Cl)cc1,0.3,-2,0.5,-6,-15,4.0,-1.9,-8,0
Nc1cc(N)nc(SCC(=O)NCC2CCCO2)n1 (configuration not stated),1.7,-12,0.6,-19,15&-23,0.9,2.2,-3,1
COc1ccc(CCN(C(=O)C(F)(F)F)C(C(=O)NC2CCCCC2)c2ccc(C)s2)cc1OC (configuration not stated),-0.7,1,0.8,-14,30,-1.2,-0.8,3,6
Cc1sc2nc(CN3CCCC3)nc(N3CCC(C(N)=O)CC3)c2c1C,0.4,-9,0.8,-8,7,1.4,0.8,1,4
Cc1ccccc1NCC(=O)N/N=C/c1ccc([N+](=O)[O-])cc1,-0.1,18,1.1,-6,-60,1.1,-1.4,0,-7
Cc1cc(C)c2c(CC(=O)O)c(C)[nH]c2c1,0.5,-37,-0.3,-11,3,0.2,0.3,-4,2
COc1ccc(-c2nnc(SCC(=O)O)n2C)cc1OC,-0.4,6,0.2,-14,14,1.9,7.2,2,1
CCOC(=O)c1sc(C)c2c1NC(c1ccc(Cl)cc1)NC2=O (configuration not stated),1.3,-71,-0.2,-18,15,0.8,0.1,0,1
Clc1ccc(Cn2ncc3c(N4CCCC4)ncnc32)cc1,-0.3,18,0.3,-1,-39,0.1,-0.3,2,6
Fc1ccccc1NC(=S)NN(Cc1ccccc1)c1ccccc1,0.1,-29,-0.1,-8,33,-1.6,-0.8,-2,2
COc1cccc(C(=O)COc2ccccc2N2C(=O)C3C4C=CC(C4)C3C2=O)c1 (configuration not stated),-0.5,-9,0.0,-20,11,-0.5,0.2,0,5
O=C(c1ccc(Cl)cc1)N1CCN(c2ccc(F)cc2)CC1,-0.3,-3,0.2,-20,-5,1.9,0.6,2,8
CSC1=NCCN1C(=O)c1cccc(C(F)(F)F)c1,0.6,-1,0.0,1,32,0.5,-0.8,-2,1
Cc1noc(C)c1S(=O)(=O)NCC(=O)O,2.0,-46,0.6,-3,6,1.5,0.8,3,6
Cc1nc(N2CCN(S(=O)(=O)c3ccc(Br)cc3)CC2)c2c(C)c(C)sc2n1,1.1,-90,-0.9,-12,19,-0.5,-2.0,-4,5
CCOc1ccc(NC(=S)N(CCN2CCOCC2)Cc2cc3cc4c(cc3[nH]c2=O)OCCO4)cc1,-0.5,-42,0.6,18,-19,-0.1,0.1,6,6
O=C(CC1CCCCC1)N1CCN(c2ccccn2)CC1,-1.2,-13,1.2,-8,4,2.6,1.5,-1,0
CC(=O)OC1CCC2(C)C(COc3ccc4ccc(=O)oc4c3)C(C)(O)CCC2C1(C)C (configuration not stated),-1.4,-152,-1.1,-2,-7,-1.5,-0.7,-2,1
Cc1cc2cc(CCNC(=O)c3c(-c4ccccc4Cl)noc3C)c(=O)[nH]c2cc1C,-1.5,-18,0.3,2,-24,0.8,0.2,-3,-1
CCC1(C)CC(C(N)=S)CCO1 (configuration not stated),0.5,-9,0.6,3,-3,0.2,-0.4,-5,3
CCOC(=O)c1cnc(-n2nc(C)cc2C)nc1N1CC(C)OC(C)C1 (configuration not stated),-0.8,.,0.5,-12,.,0.2,-2.5,-1,6
O=c1cc(O)c2ccccc2n1Cc1ccccc1Cl,0.6,-25,0.9,-14,11,1.1,0.5,-3,3
Cc1cc(=O)oc2cc(Oc3ccc(C(N)=O)cc3[N+](=O)[O-])ccc12,0.5,-166,0.8,1,-38,1.6,-1.0,-6,-1
COc1ccccc1C(=O)NCC(=O)Nc1cccnc1,0.5,-19,0.6,0,3,0.1,-1.8,0,5
COC(=O)NNC(=O)c1cccc(C)c1,1.3,-11,-0.6,-5,8,-0.7,1.8,1,8
O=C(c1ccc(COc2ccc3ccccc3c2)o1)N1N=C(C(F)F)CC1(O)C(F)F (configuration not stated),0.5,-18,0.7,3,-9,0.2,-0.5,0,3
Cc1cccc(NC(NC(=O)Cc2ccccc2)C(Cl)(Cl)Cl)c1 (configuration not stated),0.2,10,-1.1,-3,-1,-1.9,-1.3,-2,6
Cc1nn(CCC(=O)NNC(=S)Nc2cccc(Cl)c2)c(C)c1[N+](=O)[O-],-0.3,21,0.7,-14,-2,1.6,2.0,5,5
Cc1cc(C)cc(N(CCC(=O)Nc2nnc(C3CC3)s2)S(=O)(=O)c2ccc(Cl)cc2)c1,-0.1,-2,0.0,-13,41,-0.2,-1.2,-1,4

# Other entries follow:
SMILES,PERK inhibitor,Calpain2 inh,TRPML3 ag,S1P4 antagonist,EP2 mod,zfTRPN1 agonist,S1P4 agonist,Ba/F3 V617F tox,BaF3 parental
Cc1ccc(-c2nn(C)c(=O)c3ccccc23)cc1CNC(=O)c1ccccc1,0.2,-16,1.0,2,-28,0.6,-0.2,0,3
CN(C)[C@@H]1CCC[C@@H]1OC(=O)C(c1ccccc1)c1ccccc1,0.7,5,0.5,-8,0,1.4,0.4,0,8
Cc1cccc(C(=O)NCc2ccc(S(N)(=O)=O)cc2)c1[N+](=O)[O-],1.2,-1,1.1,-13,13,1.8,-0.5,1,5
O=C(COC(=O)c1ccccc1Br)NCc1ccccc1,1.3,27,-0.7,-15,-32,-1.3,1.0,-1,5
CCOC(=O)C1CCCN(C(=O)c2cc3ccccc3oc2=O)C1 (configuration not stated),0.3,-1,0.2,-21,26,0.1,1.1,0,4
COc1cc(C2C3=C(CC(C)(C)CC3=O)OC(N)=C2[N+](=O)[O-])ccc1O (configuration not stated),1.1,-1,0.3,4,7,1.6,-0.7,-1,6
COc1cc(SC)ccc1C(=O)Nc1ccc2c(c1)CCN2S(C)(=O)=O,-0.6,-49,0.7,-17,-31,0.7,-1.2,1,5
COc1c(C)cc(C(=O)C2CCCN(Cc3c(C)n(C)n(-c4ccccc4)c3=O)C2)cc1C (configuration not stated),-0.4,18,-0.6,12,-12,-0.3,-1.1,8,8
C/C(N)=C(/C#N)C(=O)CSc1nnnn1-c1ccc(C)cc1,-0.8,-35,0.9,-4,4,2.9,-0.3,9,5
Cn1c(CCCCCN)nc2ccccc21,-0.6,13,-0.1,-28,-19,-0.5,1.6,5,2
O=C(CSCc1ccc(F)cc1)NCc1cccs1,0.7,-21,-0.4,-4,22,-0.9,-0.4,1,5
CC1=CC(C#N)(C#N)C(C#N)(C#N)C(c2ccccc2)N1 (configuration not stated),1.2,-74,0.8,2,16,0.3,-0.3,-5,-2
Fc1cccc(Cl)c1Cn1nnc(-c2ccc3c(c2)OCO3)n1,0.2,26,-1.1,-15,-12,-1.0,2.4,-2,-1
C=CCNc1sc(C(=O)c2ccc(C)cc2)c(N)c1C#N,-0.2,-2,-0.2,3,-13,-0.7,1.2,0,0
Cc1ccc(OCc2nnc(SCC(=O)Nc3sc(C)c(C)c3C#N)n2C)cc1,0.2,-12,0.7,-7,0,0.2,1.6,0,5
CCOC(=O)C1CCCN(C(=O)c2cc3c(=O)n(C)c4ccccc4c3n2C)C1 (configuration not stated),-1.0,-30,-0.2,-18,11,0.1,0.8,-1,2
Cc1ccc(-c2cc(C(F)F)nc(S(C)(=O)=O)n2)cc1,0.2,11,-0.4,4,2,-0.9,1.3,4,7
Fc1ccc(C2CC(c3ccco3)n3ncnc3N2)cc1 (configuration not stated),0.6,-4,0.9,8,17,2.4,1.2,0,4

# Limited to Ba/F3 V617F tox and TRPML3 ag, for five of the compounds above:
structure	Ba/F3 V617F tox	TRPML3 ag
N#Cc1cn(-c2ccccc2)nc1-c1cc2ccccc2oc1=O	1	-0.8
O=C(/C=N/O)NCCCn1ccnc1	2	1.3
O=C(c1cc([N+](=O)[O-])cc([N+](=O)[O-])c1)N1CCN(C(=O)c2ccco2)CC1	-3	0.8
CC(Oc1ccc(Cl)cc1Cl)C(=O)NCCCCc1ccccc1 (configuration not stated)	-3	0.4
CCN(CC)C(=O)C(=O)c1cc(C)n(-c2ccc(F)cc2)c1C	-2	-0.3

# Pulled by structure from the entries so far, 2 records:
SMILES,PERK inhibitor,Calpain2 inh,TRPML3 ag,S1P4 antagonist,EP2 mod,zfTRPN1 agonist,S1P4 agonist,Ba/F3 V617F tox,BaF3 parental
COc1cc(SC)ccc1C(=O)Nc1ccc2c(c1)CCN2S(C)(=O)=O,-0.6,-49,0.7,-17,-31,0.7,-1.2,1,5
Fc1ccccc1NC(=S)NN(Cc1ccccc1)c1ccccc1,0.1,-29,-0.1,-8,33,-1.6,-0.8,-2,2
